ARNT-TACC3 inh: ARNT/TACC3 interaction disruption | Q9Y6A5 | AlphaScreen His-ARNT PAS-B/GST-TACC3 binding, luminescence; TACC3 fragment carries E629A point mutation | inhibition, % at 9.99 µM | 390,000 compounds, 0.66% hits | AID 623870;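 active = mean inhibition of replicates at least 50% and at least half of replicates each reaching 50%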;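 also: 0% = complete ARNT plus TACC3 wells and 100% = ARNT alone without TACC3; many hits fall short of the cut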
* = called active by the depositor. Not all compounds are listed (hit frequency here may not be typical).

ARNT-TACC3 inh	structure
-16	CCC(=O)Nc1ccc(NC(=O)CSc2nc3cc4c(cc3cc2C)CCC4)cc1
-4	CCOC(=O)c1c(NC(=O)C2C3CCC(O3)C2C(=O)O)sc(C)c1-c1ccc(F)cc1 (stereo unspecified)
-1	Cc1cc(NC(=O)CSc2nc(C(C)C)nc3sc4c(c23)CCCC4)no1
-2	COc1ccccc1N1CCN(C(=O)c2noc(C(C)C)c2[N+](=O)[O-])CC1
0	Cc1ccc2[nH]c(C)c(CC(=O)O)c2c1
-13	Cc1ccc(C(=O)/C=C/Nc2ccc([N+](=O)[O-])cc2Br)cc1
8	Cc1ccc2cc(CN(CC3CCCO3)S(=O)(=O)c3cccc4nsnc34)c(=O)[nH]c2c1 (stereo unspecified)
-6	Cc1ccc(-c2nnn(CC(=O)N(CC3CCCO3)C(C(=O)NCC3CCCO3)c3ccc(F)cc3)n2)o1 (stereo unspecified)
3	Cc1ccc(S(=O)(=O)c2cc3c(=O)n4cccc(C)c4nc3n(C3CCCCC3)c2=N)cc1
-8	O=C(CSC1CCCCC1)N1CCN(c2ccccc2)CC1

Additional records:
ARNT-TACC3 inh	structure
-67	Cc1cccc(NC(=O)Nc2cccc(F)c2)n1
-2	COc1ccc(CC(=O)Nc2ccc(-c3cn4ccccc4n3)cc2)cc1OC
-7	Cc1cc(NC(=O)CSc2nnnn2C)n(-c2ccccc2)n1
6	N#Cc1c(/N=C/c2ccco2)sc2c1CCC2
-22	CC(C)(C)c1cc(CN2CCOCC2)c(C(=O)O)o1
-6	CCCCCCN1C=CC(=C/C=C(\C#N)C(=O)OCC)C=C1
5	CNC(=O)C1CC(=O)N(c2ccc(F)c(Cl)c2)C1 (stereo unspecified)
29	COCCn1c(SCC(=O)Nc2cccc(OC)c2)nnc1-c1ccc(Cl)cc1
-6	Cc1cccc(NC(=O)CCCN2C(=O)c3cccc4cccc(c34)C2=O)c1
-1	Cc1nc2ccc(NC(=S)NC(C)C)cc2nc1C

Continued.
ARNT-TACC3 inh	structure
8	FC(F)(F)C12CC(c3ccccc3)=NCCN1CCN2 (stereo unspecified)
38	COc1ccc(/C=N\NC(=O)CCN2CCN(c3ccccc3)CC2)cc1OC
-2	Cc1ccc(N(C(=O)Cc2c[nH]c3ccccc23)C(C(=O)NC2CCCCC2)c2ccco2)cc1 (stereo unspecified)
-4	Cc1ccc(NC(=O)c2cc(S(=O)(=O)Nc3ccc(C)cc3)cs2)cc1
-7	COc1cc(C(=O)Oc2cc(C)cc(C)c2)cc(OC)c1OC
1	CCOC(=O)N1CCN(C(=O)CN(C2CCCCC2)S(=O)(=O)c2c(C)cc(C)cc2C)CC1
-4	Cc1nnc(SCc2nnc(-c3ccc(Cl)cc3)o2)n1-c1ccccc1
-12	CCN(CC)C(=O)c1sc(NC(=O)c2cc(-c3ccc(C)s3)nc3ccccc23)c(C(=O)OC)c1C
7	COc1ccccc1N(CN1CCCC1=O)C(=O)c1ccccc1F
24	CC(=O)N1c2ccccc2NC2=C(C(=O)CCC2)C1c1cccnc1 (stereo unspecified)

Next part.
ARNT-TACC3 inh	structure
-4	O=C1C2ON(c3ccc(Br)cc3)C(c3cccnc3)C2C(=O)N1C1CCCCC1 (stereo unspecified)
-4	CCN(CC)S(=O)(=O)c1ccc2[nH]cc(C(=O)NCCCN3CCCCC3C)c(=O)c2c1 (stereo unspecified)
13	CCOC(=O)C(C)On1c(-c2ccc(Cl)cc2)nc2ccc([N+](=O)[O-])cc21 (stereo unspecified)
-11	CNc1nc(OCC(F)(F)F)nc(N2CCOCC2)n1
0	COc1cccc2cc(-c3cn4cccc(C)c4n3)c(=O)oc12
-9	CCCNC(=O)c1ccccc1NC(=O)c1ccccc1N(C)S(C)(=O)=O
-1	CC1(C)NC(C)(C)C(O)(C(N)=O)C1=O (stereo unspecified)
-6	O=C(N1CCOCC1)C12CC3CC(C1)CC(C(=O)N1CCOCC1)(C3)C2
11	CS(=O)(=O)NC1c2cccc3cccc(c23)C1Sc1nncn1/N=C/c1ccco1 (stereo unspecified)
-1	COc1cc(-c2nc(S(=O)(=O)c3ccc(Cl)cc3)c(N3CCOCC3)o2)cc(OC)c1OC

Filtered by structure: the compounds so far with an aryl thioether with sulfur outside any ring (6)
ARNT-TACC3 inh	structure
-16	CCC(=O)Nc1ccc(NC(=O)CSc2nc3cc4c(cc3cc2C)CCC4)cc1
-1	Cc1cc(NC(=O)CSc2nc(C(C)C)nc3sc4c(c23)CCCC4)no1
-7	Cc1cc(NC(=O)CSc2nnnn2C)n(-c2ccccc2)n1
29	COCCn1c(SCC(=O)Nc2cccc(OC)c2)nnc1-c1ccc(Cl)cc1
-4	Cc1nnc(SCc2nnc(-c3ccc(Cl)cc3)o2)n1-c1ccccc1
11	CS(=O)(=O)NC1c2cccc3cccc(c23)C1Sc1nncn1/N=C/c1ccco1 (stereo unspecified)

The listing continues.
ARNT-TACC3 inh	structure
-16	c1cc2c(cc1Oc1nc(N3CCOCC3)nc(N3CCOCC3)n1)OCO2
24	Cn1cccc1-c1nc2ccc(NC(=O)c3ccccc3)cc2[nH]1
-1	CCCCN(CC)C(=O)Cc1cn(C)c2ccccc12
0	COc1ccc(C(=O)N(CN2CCCC2=O)c2nccs2)cc1OC
-2	COc1cccc(Cn2c(NCc3cccnc3)nc3c2c(=O)n(C)c(=O)n3C)c1
1	Cc1nc2c(C)cccn2c1/C(O)=C1\C(=O)C(=O)N(CCN2CCOCC2)C1c1ccncc1 (stereo unspecified)
-10	CCOC(=O)N1CCN(S(=O)(=O)N(C)C)CC1
-4	Clc1ccc(N2CCN(c3ncnc4c3oc3ccccc34)CC2)cc1
-1	O=C(NCCN1CCN(C(=O)c2cc3ccccc3oc2=O)CC1)c1cc2ccccc2oc1=O
-3	O=C(/C=C/N1CCOCC1)c1coc2ccccc12

The results go on.
ARNT-TACC3 inh	structure
-1	Cc1c(N2C(=O)CS/C2=N\N=C\c2ccc(Cl)cc2)c(=O)n(-c2ccccc2)n1C
2	c1csc(CNc2nc3ccccc3n2CCN2CCOCC2)c1
-3	O=C(O)COc1ccc(Oc2ccccc2)cc1
1	CCOc1ccc2nc(NC(=O)C3CCCN(S(=O)(=O)c4cccc5nonc45)C3)sc2c1 (stereo unspecified)
-1	CC(Sc1nc2ccccc2c(=O)[nH]1)C(=O)O (stereo unspecified)
6	CCc1nc(C(N)=O)c2[nH]c(=O)n(-c3ccc(OC)cc3OC)c2n1
-4	O=C(NCc1ccc2c(c1)OCO2)C1CC(c2ccc(Cl)cc2)=NO1 (stereo unspecified)
10	CCNc1nc(Oc2ccc(=O)[nH]n2)nc(N2CCOCC2)n1
-3	CCC1CCCCN1CCn1c(=S)[nH]c2cc(OC)c(OC)cc2c1=O (stereo unspecified)
-1	O=C(CCC(=O)NC1CC1)Nc1nnc(C2CCCCC2)s1

Later entries:
ARNT-TACC3 inh	structure
2	CC1CCCC(C)N1CCCNC(=O)Cn1ncc2c3ccccc3n(C)c2c1=O (stereo unspecified)
-4	C=CCOc1c(Br)cc(CNn2nnnc2N)cc1OC
-6	COc1ccccc1OCCSc1nnnn1C1CCCCC1
16	CCOC(=O)CCCc1sc(N)nc1-c1[nH]c(=O)[nH]c1C
-3	Cc1ccc(N=Cc2cc(C)n(C3CCCC3)c2C)cc1
-4	N#CCCSc1ncnc2c1oc1ccccc12
28	CC(=O)c1c(N2CCN(C)CC2)[nH]c(-c2ccccc2)nc1=S
-7	CC(C)CCSc1nc2c(c(=O)[nH]c(=O)n2C)n1CCc1ccccc1
0	Cc1ccc(NC(=O)CCSc2nnnn2-c2ccc3c(c2)OCO3)cc1C
-15	O=C(Oc1ccc(-c2cnc3ccccc3n2)cc1)c1cccc([N+](=O)[O-])c1

Following part:
ARNT-TACC3 inh	structure
4	Cc1nc2nc(-c3ccccc3)nn2c(C)c1Cl
-4	Cc1nc(N2CCCC2C(=O)O)c2oc3ccccc3c2n1 (stereo unspecified)
-6	CCOC(=O)c1nnn(-c2nonc2-c2ccccc2)c1C
-3	O=C(Nc1ccn(Cc2ccc(F)cc2)n1)c1ccncc1
1	COc1ccc(-c2cc(C(F)(F)F)nc(S(=O)(=O)CCC(=O)N3CCOCC3)n2)cc1
21	CC(C)OC(=O)C(C#N)c1nc2ccccc2nc1N1CCCC1 (stereo unspecified)
-4	O=C1CSc2nc3ccccc3n21
-3	CCC(C)NC(=O)CSc1nc2c(sc(=S)n2Cc2ccco2)c(=O)n1-c1ccccc1 (stereo unspecified)
-2	CCC(=O)c1ccc(OCc2ccc(C(=O)OC)o2)c(OC)c1
3	CN(C)c1cccc(N=C2C=C(N3CCOCC3)CC(C)(C)C2)c1

Carrying on:
ARNT-TACC3 inh	structure
-5	Fc1ccc(C(c2nnnn2C2CCCC2)N2CCN(Cc3ccncc3)CC2)cc1 (stereo unspecified)
-4	O=C(O)c1cccc(NC(=S)NC(=O)C(c2ccccc2)c2ccccc2)c1
-3	COc1ccc(CNC(=O)c2c(C)cc(=O)oc2C)cc1OC
11	CCOc1ccc(C(=O)Cc2ccc3oc(C(=O)O)cc3c2)c(O)c1
8	CC1CCN(S(=O)(=O)c2ccc(NC(=O)N3c4ccccc4Sc4ccccc43)cc2)CC1
-4	O=C(CCCn1c(=O)[nH]c2ccsc2c1=O)N1CCCCC1
-8	Cc1ccc(S(=O)(=O)NCC(=O)NCc2ccncc2)cc1
-16	COc1ccc(OCCSc2nnc(CCNC(=O)c3ccc(OC)cc3)n2C)cc1
0	COc1ccc(Cn2nnnc2CN2CCC(c3nc4ccccc4s3)CC2)cc1
-12	CC(C)(C)NC(=O)C(c1ccc(OCC(N)=O)cc1)N(C(=O)c1cccnc1)C1CC1 (stereo unspecified)

Carrying on:
ARNT-TACC3 inh	structure
3	Cc1c(NC(=O)c2coc(=O)c(Br)c2)c(=O)n(-c2ccccc2)n1C
0	CCCNC(=S)N1CCC(NC(=O)C23CC4CC(CC(C4)C2)C3)CC1
16	Cn1cc(C(=O)c2ccc(Cl)cc2Cl)cc1C(=O)N/N=C(\N)COc1ccccc1
-2	COc1ccc(C2(CNC(=O)c3ccc(Br)o3)CCOCC2)cc1
-5	Cc1cc2ncn(C(=O)c3ccc4c(c3)OCO4)c2cc1C
-23	O=C(Nc1nccs1)C1CCN(S(=O)(=O)c2c(Cl)cccc2Cl)CC1
-11	CCC(C(=O)NC1CCCC1)N(Cc1ccco1)C(=O)Cn1nnc(-c2ccc(C)cc2)n1 (stereo unspecified)
3	Cc1ccc(N2CCN(c3ccc(C)cc3)C2c2ccncc2)cc1
-3	O=C(OCCN1CCN(c2ncc(C(F)(F)F)cc2Cl)CC1)c1ccc(F)cc1
1	O=C(Cc1ccc(Cl)cc1)Nc1ccc(N2CCN(C(=O)c3ccco3)CC2)cc1

Taken from the results shown (2 entries):
ARNT-TACC3 inh	structure
3	Cc1c(NC(=O)c2coc(=O)c(Br)c2)c(=O)n(-c2ccccc2)n1C
0	CCCNC(=S)N1CCC(NC(=O)C23CC4CC(CC(C4)C2)C3)CC1

Going on with the list:
ARNT-TACC3 inh	structure
-1	CC(=O)Nc1cccc(NC(=O)CSc2nnnn2Cc2ccccc2)c1
-3	O=C(Nc1ccc2c(c1)OCCO2)C1CCN(c2cnccn2)CC1
-1	Cc1c([N+](=O)[O-])nnn1-c1cc(Cl)cc(Cl)c1
1	Cc1nc2ccccn2c1C(=O)NCc1ccc2c(c1)OCO2
0	CN1CCN(CC(=O)C23CC4CC(CC(C4)C2)C3)CC1
-5	O=CNCCCc1nc2ccccc2n1Cc1cccc2ccccc12
-9	CCCCN(CCCC)C(=O)CSc1nnc2n(C)c(=O)c3c4c(sc3n12)CCCC4
-1	Cc1cccc(Nc2nc(NC(C)C)nc(Oc3ccc(=O)n(C)n3)n2)c1
-7	COc1cc(S(=O)(=O)N2CCCCC2)ccc1NC(=O)/C=C/c1ccccc1
-5	CCn1c(=O)cc(SCC(=O)NCCN2CCN(Cc3ccccc3)CC2)c2ccccc21

(continued)
ARNT-TACC3 inh	structure
-15	Cc1cccc(NC(=O)CCN2C(=O)C3C4CCC(C4)C3C2=O)c1C (stereo unspecified)
-3	CCC(C)(C)NC(=O)C(c1ccc(F)cc1)N(Cc1ccco1)C(=O)c1cnccn1 (stereo unspecified)
4	COc1ccc(NC(=O)C2CCCN(S(=O)(=O)c3c(C)n[nH]c3C)C2)cc1 (stereo unspecified)
-4	CCOC(=O)Cn1c(=N)n(Cc2ccccc2F)c2ccccc21
0	CCOC(=O)c1c(C)nc2c(c1-c1cc(OC)c(OC)c(OC)c1)C(=O)c1ccccc1-2
34	Cn1c(C(C#N)C(=O)Cc2cccc3ccccc23)nc2ccccc21 (stereo unspecified)
-7	Cc1nc2nc(-c3cccnc3)[nH]n2c(=O)c1C
-3	Cc1c(N2C(=O)c3cccc4cccc(c34)C2=O)c(=O)n(-c2ccccc2)n1C
-15	Cc1cccc(OCC(=O)OC2CCN(C)CC2)c1
2	Cc1ccc(S(=O)(=O)n2nc(OC(=O)C3CCCCC3)cc2N)cc1

Three entries already listed, arranged by the value under ARNT-TACC3 inh, descending:
molecule | ARNT-TACC3 inh
Cc1c(N2C(=O)c3cccc4cccc(c34)C2=O)c(=O)n(-c2ccccc2)n1C | -3
Cc1nc2nc(-c3cccnc3)[nH]n2c(=O)c1C | -7
Cc1cccc(NC(=O)CCN2C(=O)C3C4CCC(C4)C3C2=O)c1C (stereo unspecified) | -15

Additional structures
ARNT-TACC3 inh	structure
-5	COc1ccccc1Oc1ccc2c(c1)C(=O)N(c1cccc(O)c1)C2=O
-1	Fc1ccc(C2=Nn3c(Cc4ccccc4F)nnc3SC2)cc1
-7	CC1(C)NC(=O)N(CC(O)COc2ccc(N3C(=O)c4ccccc4C3=O)cc2)C1=O (stereo unspecified)
0	C=CCc1cccc2cc(C(=O)NC3CCCCC3)c(=O)oc12
-11	O=C1CC(c2ccc(F)cc2)CC(O)=C1C=NCCN1CCN(C(=O)Nc2ccccc2)CC1 (stereo unspecified)
2	N#CC1(Cc2ccc([N+](=O)[O-])cc2)c2ccccc2C=CN1C(=O)c1ccccc1 (stereo unspecified)
0	COc1ccc2[nH]c(=O)c(CN(C(=O)COc3ccccc3)C(C)C)cc2c1

From PubChem
